ERG Ets-DNA blk: qHTS for Small Molecule Inhibitors of the ERG Ets/DNA interaction | Transcriptional regulator ERG (Homo sapiens), P11308 | fluorescence polarization, His-ERG Ets domain / labelled DNA | Potency, µM (doses to about 76.9 µM), inactives show at the highest dose FP activity, negative = inhibition, actives largely listed as inhibitors | 370,000 compounds, 0.028% hits | AID 624246, 2012; active = well fitted inhibition curve with a large enough effect in the polarisation, with a control signal flat; inconclusive = small, poorly fitted or top-dose-only effect, or effect the other way, or a change in a side signal; inactive = no such curve, though single readings can be large or run the other way; the % refers to the polarisation;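 note: polarization taken with two DNA probes labelled with fluorescein and Texas red; potency is the fitted concentration of half-maximal effect; % of control where 0% means no effect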
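His-tagged ERG Ets domain (1 uM in the protein solution; 300mM KCl, 50mM Tris-HCl, 1mM EDTA, 1mM DTT, pH 7.5) received compound, then a probe mix of 5 nM fluorescein-DNA and 100nM Texas-615-DNA. Fluorescence polarization was read for both dyes.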
LDHA inh: qHTS assay for inhibitors of human lactate dehydrogenase. purified LDHA, NADH/diaphorase-resazurin fluorescence; hits give low values. activity change, % (values are at about 110 or 230 µM). 480,000 compounds, 0.15% hits. L-lactate dehydrogenase A chain (Homo sapiens), P00338; in the data active = activity change below about -30%; inconclusive = mostly about -25% to -30%;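 note: plate controls were DMSO wells for no effect and wells without enzyme for full effect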
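Resorufin fluorescence (ex540/em590), read at 0 and 20 min after diaphorase/resazurin addition, reports the NADH left after a 5 min room-temperature reaction of 2 nM human LDH5 with 0.06 mM NADH and 0.2 mM pyruvate.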
APEX1 inh: qHTS Assay for Inhibitors of the Human Apurinic/apyrimidinic Endonuclease 1 (APE1) | DNA repair nuclease/redox regulator APEX1 (Homo sapiens), P27695 | recombinant APE1, TAMRA/BHQ-2 abasic DNA cleavage fluorescence | Potency, µM (top dose mostly 65.8 µM), for the others: at the top dose activity change, negative = inhibition, most hits filed as inhibitors | 350,000 compounds, 0.35% hits | AID 2517, 2012;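 note: potency is the fitted concentration of half-maximal effect; plate controls were vehicle for no effect and reference inhibitor for full effect; nearly all actives have a fitted effect of over 55% in size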
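Kinetic fluorescence read (525 ex/598 em nm, three reads 60 s apart) of AP-site incision; signal = third minus first read. Enzyme 0.75 nM, dual-labelled THF duplex 50 nM, compound preincubation 15 min RT.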
RGS4 inhibitor: Inhibitors of Regulator of G Protein Signaling (RGS) 4: qHTS; 390,000 compounds, 0.039% hits; Regulator of G-protein signaling 4 (Homo sapiens), P49798; Transcreener GDP fluorescence polarization, RGS4-accelerated GTP hydrolysis; Potency, µM (doses to about 114 µM), inactives show at the top dose activity change, negative = inhibition, most hits filed as inhibitors; note: potency is the fitted concentration of half-maximal effect; % is set by controls: 0 for no effect and ±100 for the full control effect; nearly all actives have a fitted effect of over 75% in size; some results filed as inactive show a strong effect at the top dose
Target sequence (P49798 whole entry, looked up): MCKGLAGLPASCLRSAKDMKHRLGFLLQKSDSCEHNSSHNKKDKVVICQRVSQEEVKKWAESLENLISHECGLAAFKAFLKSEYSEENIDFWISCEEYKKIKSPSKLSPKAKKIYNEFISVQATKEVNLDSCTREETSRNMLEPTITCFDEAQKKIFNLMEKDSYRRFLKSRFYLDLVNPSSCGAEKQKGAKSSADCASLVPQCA
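MLSMR compounds (23 nl, pin-transferred) preincubated 10 min at room temperature with a 500nM (2x) first reagent, then RGS4 at 900nM (2x) plus Transcreener GDP mix added; fluorescence polarization (620/688 nm) read before and after 90 min at 30 °C.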
Pol beta inh: qHTS Assay for Inhibitors of DNA Polymerase Beta. P06746. Potency, µM (titrated, usually from 114 µM), without a hit: at the highest dose activity change, negative = inhibition, actives largely listed as inhibitors. Pol beta primer extension/strand displacement, fluorescence kinetic. 340,000 compounds, 1.3% hits; note: potency is the fitted concentration of half-maximal effect; % is set by controls: 0 for no effect and ±100 for the full control effect
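Kinetic readout of DNA synthesis with strand displacement by Pol beta. Compound and 10 nM enzyme sit 15 min at room temperature; 50 nM substrate starts the reaction, read immediately and at 10 min.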
12-LOX inh: Primary qHTS assay for inhibitors of human arachidonate 12S-lipoxygenase (ALOX12): Round 2; Polyunsaturated fatty acid lipoxygenase ALOX12 (Homo sapiens), P18054; purified 12hLO, xylenol orange hydroperoxide absorbance; AID 1671190, 2021; 580,000 compounds, 1.1% hits; Potency, µM (top dose mostly 108 µM), for the others: top-dose activity change, negative = inhibition, usual class: inhibitors; note: potency is the fitted concentration of half-maximal effect; % is set by controls: 0 for no effect and ±100 for the full control effect
Target sequence (P18054 whole entry, looked up): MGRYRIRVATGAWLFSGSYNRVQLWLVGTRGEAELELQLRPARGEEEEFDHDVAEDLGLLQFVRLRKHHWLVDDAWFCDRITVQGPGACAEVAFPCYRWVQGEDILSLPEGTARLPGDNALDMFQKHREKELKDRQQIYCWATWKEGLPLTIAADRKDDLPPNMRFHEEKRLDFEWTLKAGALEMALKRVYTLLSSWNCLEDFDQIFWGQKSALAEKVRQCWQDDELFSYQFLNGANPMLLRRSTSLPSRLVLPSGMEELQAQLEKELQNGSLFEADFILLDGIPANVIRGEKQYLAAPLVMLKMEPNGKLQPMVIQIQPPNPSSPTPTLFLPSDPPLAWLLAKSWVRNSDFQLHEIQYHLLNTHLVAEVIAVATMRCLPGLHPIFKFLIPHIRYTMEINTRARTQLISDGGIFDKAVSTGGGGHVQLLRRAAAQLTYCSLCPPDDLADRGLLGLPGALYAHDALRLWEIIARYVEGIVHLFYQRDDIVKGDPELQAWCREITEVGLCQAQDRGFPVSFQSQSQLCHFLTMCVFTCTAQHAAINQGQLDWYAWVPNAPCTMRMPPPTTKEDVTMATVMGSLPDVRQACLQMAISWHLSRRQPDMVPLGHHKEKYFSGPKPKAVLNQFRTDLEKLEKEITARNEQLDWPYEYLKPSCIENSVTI
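Hydroperoxide product was detected by ferrous iron/xylenol orange as the 573 to 405 nm absorbance ratio. Arachidonic acid at 40 uM (final) was turned over for 30 min at room temperature by 150 nM human 12hLO, pH 7.0 Hepes buffer, after 15 min compound preincubation.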
Pol eta inh: qHTS for Inhibitors of Polymerase Eta; 390,000 compounds, 1.2% hits; AID 588591, 2011; Potency, µM (highest dose often 114 µM), without a hit: top-dose activity change, negative = inhibition, usual class: inhibitors; DNA polymerase eta (Homo sapiens), Q9Y253; recombinant Pol eta, fluorescent DNA replication assay; note: potency is the fitted concentration of half-maximal effect; % is set by controls: 0 for no effect and ±100 for the full control effect
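Pol eta (10 nM) was preincubated with compounds for 15 min at room temperature, after which fluorescent replication substrate (50 nM final) was added to start the reaction. Fluorescence was read kinetically at 0 and 10 min.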
Pol kappa inh: qHTS for Inhibitors of Polymerase Kappa; DNA polymerase kappa (Homo sapiens), Q9UBT6; purified Pol kappa, fluorescent DNA synthesis assay, 10 min; AID 588579, 2011; Potency, µM (titrated, usually from 107 µM), inactives show at the highest dose activity, negative = inhibition, hits mostly inhibitors; 400,000 compounds, 0.53% hits; note: potency is the fitted concentration of half-maximal effect; % is set by controls: 0 for no effect and ±100 for the full control effect
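Here, compound and 10 nM enzyme are combined for 15 min at room temperature; adding 50 nM substrate (final) starts DNA synthesis, tracked by fluorescence at 0 and 10 min against buffer-only wells.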
Anesthetic bind: qHTS Assay for Identification of Novel General Anesthetics; Potency, µM (top dose mostly 77.5 µM), for inactives: at the top dose activity change, negative = displacement, usual class: inhibitors; Ferritin light chain (Equus caballus), P02791; 350,000 compounds, 0.074% hits; apoferritin/1-aminoanthracene competitive binding, fluorescence; AID 485281, 2010; note: potency is the fitted concentration of half-maximal effect; % is set by controls: 0 for no effect and ±100 for the full control effect; nearly all actives have a fitted effect of over 20% in size
Target sequence (P02791 2-175 limits assumed): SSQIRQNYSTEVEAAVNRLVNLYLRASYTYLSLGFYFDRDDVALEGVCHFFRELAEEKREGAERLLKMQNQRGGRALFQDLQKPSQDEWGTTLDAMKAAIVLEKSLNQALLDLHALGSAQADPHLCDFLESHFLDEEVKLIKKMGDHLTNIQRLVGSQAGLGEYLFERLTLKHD
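In PBS, apoferritin at 10 uM is loaded with 1-AMA from a 50% saturated solution. After 10 min of compound exposure at ambient temperature, reduced 535 nm fluorescence indicates probe displacement.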
* hit, by the source's call; ? = inconclusive; . = not tested or not shown; & = joins results of further samples; [ ] = remark or other dose. Unless noted, calls come from the whole dose curve; as a rule, active = well fitted curve in the direction sought with a large enough effect; inconclusive = small, poorly fitted or top-dose-only effect, or another doubt; inactive = no such curve, though single readings can be large; an effect the other way counts as inactive or inconclusive. The list is partial. The share of hits here may be higher or lower than overall.

ERG Ets-DNA blk	LDHA inh	APEX1 inh	RGS4 inhibitor	Pol beta inh	12-LOX inh	Pol eta inh	Pol kappa inh	Anesthetic bind	smiles
5%	0	1%	7%	-11%	1%	-7%	-5%	-5%	O=S(=O)(NCc1cccnc1)c1ccc(Cl)nc1
15%	-1	.	-10%	.	344%[activator]	?	-12%	.	CCN(CC(=O)Nc1ccc(NC(C)=O)cc1)C(=O)c1ccc(COc2ccc(C(C)(C)C)cc2)cc1
-7%	-6	.	-31%	18%	-13%	-12%	-8%	-5%	CC1CCN(C(=O)Cn2cc(SCC(=O)NCc3ccccc3)c3ccccc32)CC1
-2%	-3	2%	3%	40%	8%	-2%	-10%	-14%	CC12CCC(C(=O)N(NC(=O)c3ccccc3Cl)C1=O)C2(C)C (centres undefined)
10%	-1	-2%	17%	.	3%	0%	-3%	.	O=C(Cc1ccc(NS(=O)(=O)c2ccc(Cl)c(Cl)c2)cc1)NCCN1CCOCC1
.	1	-4%	18%	-5%	-21%	-3%	-18%	-8%	CCC1Oc2ccc(C)cc2N(CC(=O)NCCCN2CCN(Cc3ccccc3)CC2)C1=O (centres undefined)
-5%	2	.	-12%	2%	-33%	-4%	-7%	?	COc1ccc(CNC(=O)Cn2nc(N3CCN(c4ccccc4)CC3)ccc2=O)c(OC)c1
.	-7	8%	-2%	-6%	-15%	-12%	-14%	-7%	COc1ccccc1C1SCCN1S(=O)(=O)c1cccc(C(F)(F)F)c1 (centres undefined)
-10%	-4	29%	4%	13%	0%	-1%	-11%	-8%	CC(=O)c1sc2c(c1N)c(=O)[nH]c(=O)n2-c1ccccc1
-4%	0	13%	-23%	-2%	-27%	-7%	-5%	5%	Cc1cc(Cl)ccc1NC(=S)NCc1ccc(Cl)cc1
4%	-3	-4%	-29%	49%	11%	-4%	-2%	3%	O=C(CC(c1ccccc1)c1ccccc1)Nc1ccc(C(=O)O)cc1
1%	-1	5%	34%	15%	0%	3%	-16%	-1%	Cc1nnc(NC(=O)c2ccc(F)c(S(=O)(=O)N3CCCCC3)c2)s1
-5%	-5	1%	-11%	-11%	0%	-16%	-8%	-3%	COC(=O)CCC(=O)NNC(=O)CCC(=O)Nc1cccc(Cl)c1C
-3%	-12	1%	4%	-12%	?	-4%	-5%	-9%	C/C(=N\Nc1cc(Cl)nc(C)n1)c1ccc(Cl)c(Cl)c1
3%	0	.	-17%	-1%	-1%	-24%	-7%	5%	Oc1ccc(Cl)cc1Nc1nc2ccccc2n2cnnc12
4%	-15	-1%	4%	-1%	1%	-15%	-9%	-3%	CCc1cc2c(=O)c(-c3nc4ccccc4n3C)c(COCC(=O)O)oc2cc1OC(=O)C(C)(C)C
-13%	-1	-11%	-9%	.	-5%	-18%	0%	.	CCN(C(=O)CSc1nc2scc(-c3ccccc3)c2c(=O)n1C)C1CCS(=O)(=O)C1 (centres undefined)
-3%	1	-4%	-9%	-1%	19%	-28%	-7%	-10%	Cc1cc(-c2ccccc2)n2ncc(-c3ccccc3)c2n1
2%	2	9%	?	-15%	0%	-10%	-11%	-4%	Cc1cccc(Cn2c(NCC(C)O)nc3c2c(=O)n(C)c(=O)n3C)c1 (centres undefined)
17%	-5	58%[activator]	0%	5%	0%	-20%	-7%	-2%	CCN(C(=O)c1cn(C)c(=O)c2ccccc12)c1ccccc1F
10%	-6	7%	-39%	.	167%[activator]	-8%	-15%	.	CC(Sc1nnnn1-c1ccccc1)C(=O)NC1CCCC1 (centres undefined)
.	-4	1%	-34%	1%	1%[57.4 µM]	4%	-7%	-6%	O=C(Nc1c(C(=O)N2CCCCC2)cnn1-c1ccccc1)c1ccco1
6%	-2	5%	-8%	.	10%	-16%	-1%	.	COc1cccc(C(=O)OCC(=O)c2ccc(S(=O)(=O)N3CCCCC3)cc2)c1OC
7%	-8	50%[activator]	-7%	19%	-60%	-19%	11%	-21%	O=C(NCCc1ccccc1)C(=O)c1c[nH]c2ccccc12
-5%	-13	0%	-20%	-4%	-11%	-15%	-18%	-16%	Cc1ccc(N(C)S(=O)(=O)c2ccc(C)cc2)cc1
-6%	-1	-1%	-8%	39%	-14%	-5%	-11%	-14%	COc1ccc(N(CCCN2C(=O)c3cccc4cccc(c34)C2=O)C(=O)c2cccs2)cc1
9%	6&-3	.	4%	-3%	-6%&-21%	-18%	-17%[60.1 µM]	-12%	Cc1nn2c(=O)cc(COC(=O)c3ccccc3NC(=O)C(C)Oc3ccccc3)nc2s1 (centres undefined)
-3%	0	-2%	7%	18%	13%	-6%	4%	-11%	CCC1Oc2ccc(C)cc2N(CC(=O)NCCCN2CCCCC2CC)C1=O (centres undefined)
0%	-4	2%	-1%	36%	7%	-7%	-7%	-1%	CC1CCC2(CC1)OCC1(CCC3(COC4(CCC(C)CC4)OC3)C1=O)CO2 (centres undefined)
5%	2	2%	6%	-4%	-31%	1%	-15%	-15%	COc1cc(OC)c(-n2c(C)cc(C=O)c2C)cc1Cl

Structures listed so far that contain a tert-butyl group, in the order listed:
ERG Ets-DNA blk	LDHA inh	APEX1 inh	RGS4 inhibitor	Pol beta inh	12-LOX inh	Pol eta inh	Pol kappa inh	Anesthetic bind	smiles
15%	-1	.	-10%	.	344%[activator]	?	-12%	.	CCN(CC(=O)Nc1ccc(NC(C)=O)cc1)C(=O)c1ccc(COc2ccc(C(C)(C)C)cc2)cc1
4%	-15	-1%	4%	-1%	1%	-15%	-9%	-3%	CCc1cc2c(=O)c(-c3nc4ccccc4n3C)c(COCC(=O)O)oc2cc1OC(=O)C(C)(C)C

More structures:
ERG Ets-DNA blk	LDHA inh	APEX1 inh	RGS4 inhibitor	Pol beta inh	12-LOX inh	Pol eta inh	Pol kappa inh	Anesthetic bind	smiles
1%	-2	8%	-14%	2%	-7%	-15%	-1%	-3%	COc1cc(C(=O)NCc2ccccc2)cc(Br)c1OC
2%	0	.	17%	.	0%	-12%	-7%	.	CCC(C)c1c(N)n(S(=O)(=O)c2ccc(C)cc2)oc1=O (centres undefined)
8%	1	27%	6%	14%	6%	-10%	-1%	-9%	O=C(CSc1nnc(-c2cccs2)n1-c1ccccc1)c1ccc2c(c1)OCCO2
.	-2	0%	14%	-22%	19%	7%	-9%	-7%	COc1ccc(OC)c(S(=O)(=O)NC2CCN(Cc3ccccc3)CC2)c1
11%	-6	-6%	3%	.	?	-3%	-7%	.	COc1ccccc1CNC(=O)CCS(=O)(=O)c1ccc(Cl)cc1
-8%	-6	1%	13%	-1%	2%	-1%	-5%	?	c1ccc(OCc2nc(-c3cccs3)no2)cc1
-1%	13&2	.	-9%	0%	?	-19%	5%	0%	CCc1cccc(C)c1Nc1c(-c2cccc(O)c2)nc2cnccn12
-11%	-14	4%	-5%	.	3%	-11%	-13%	.	CC(C)[C@H](N)c1cn([C@@H](CC(N)=O)C(=O)N2CCNCC2)nn1
7%&-12%	-3&-6	-7%	-19%&12%	-8%&-18%	6%[57.4 µM]	-12%&-1%	6%	-11%&3%	COc1cccc(-n2c(SCC(=O)N3CCCCC3)nc3c([nH]c4ccccc43)c2=O)c1
16%	-6	20%	7%	.	13%	-13%	-3%	.	CCOc1ccc(C(=O)NCC(=O)NNC(=O)c2ccco2)cc1OCC
9%	0	-33%	-9%	.	-12%	?	-8%	.	O=C(Nc1cccc(S(=O)(=O)N2CCOCC2)c1)C1COc2ccccc2O1 (centres undefined)
1%	3	-10%	-6%	26%	0%	4%	-7%	-13%	Cc1c(NC(=O)C(C#N)=C2CCCCC2)c(=O)n(-c2ccccc2)n1C
-5%	-5	-6%	-24%	-1%[57.1 µM]	?	-14%	-16%	-11%	Cc1ccc(C)c(-c2cc(C(=O)NNC(=S)NCC(C)C)c3ccccc3n2)c1
-2%	0	1%	-2%	8%	?	-17%	-9%	-19%	Cc1ccc(S(=O)(=O)n2cc(-c3ccccc3)c(N)n2)cc1
9%	-9	.	7%	.	?	-9%	-2%	.	NC(=O)NC1(C(=O)O)CCCC1
48%[activator]	8	3%	-17%	79µM*	0%	?	?	5%	O=C(NNC(=O)C1[C@H]2CCCC[C@@H]12)c1ccc(=O)oc1 (some centres undefined)
-7%	-1	15%	-31%	0%	?	-3%	8%	-14%	CCN1CCN(C(=S)Nc2ccc(Cl)cc2Cl)CC1

Bioassay records: PubChem, National Center for Advancing Translational Sciences (NCATS)
